STEP block = STEP (human) phosphatase inhibition; P54829; recombinant STEP, OMFP fluorogenic substrate, fluorescence; inhibition, % at 20 µM; 360,000 compounds, 0.25% hits;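 active = inhibition at 20 µM, scaled per plate between control wells, above about 37%, limit read from the data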;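 note: 0% = DMSO with enzyme and substrate and 100% = substrate only without enzyme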
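Assay system: isolated STEP enzyme / Timing: 20 min at room temperature, dark / Doses: 20 µM, 1% DMSO / Technique: fluorescence intensity, excitation 480 nm, emission 540 nm / Reagent: fluorogenic phosphatase substrate OMFP at 25 µM final / Measure: percent inhibition scaled to no-enzyme and uninhibited-enzyme controls, plate-pattern corrected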
CSN deneddyl inh = CSN deneddylation inhibition; Q92905; Purified CSN, SCF-Nedd8-OG deneddylation, fluorescence polarization; inhibition, % at 12.5 µM; 360,000 compounds, 0.38% hits;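 active = pattern-corrected inhibition above about 35%, with an unprinted fluorescence ratio check between 0.5 and 1.5, limit read from the data, passing the limit was not always enough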;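 note: 0% = enzyme with substrate and 100% = substrate without enzyme; some results filed as inactive read as strong as hits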
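Material: purified human Csn5 enzyme expressed in HEK293T cells / Medium: Tris buffer pH 7.5, NaCl, DTT, Tween-20, trehalose, ovalbumin / Compound dosing: 12.5 µM single point / Schedule: 90 min incubation of compound, enzyme and substrate at room temperature / Signal: fluorescence polarization of the substrate / Control set: no-enzyme wells high, enzyme-with-substrate wells low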
LMPTP block = LMPTP (human) inhibition. inhibition, % at 20 µM. 360,000 compounds, 0.22% hits. recombinant LMPTP-A, OMFP fluorogenic substrate, fluorescence intensity;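 active = compounds that cut the enzyme signal by at least half of the control window in the single-dose screen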;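 note: plate controls were DMSO wells with enzyme plus substrate for no effect and substrate without enzyme for full effect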
Target sequence (P24666 whole entry, looked up): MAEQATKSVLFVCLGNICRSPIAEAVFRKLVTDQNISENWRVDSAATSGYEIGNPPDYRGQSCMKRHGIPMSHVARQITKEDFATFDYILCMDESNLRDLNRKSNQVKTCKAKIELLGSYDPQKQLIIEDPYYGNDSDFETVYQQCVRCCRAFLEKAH
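Test system: LMPTP-A phosphatase enzyme; input: 0.625 nM LMPTP-A final; reagent: OMFP substrate, 400 µM final; compound dosing: 20 µM single dose, 3% DMSO; incubation: 50 min dark incubation at room temperature; measured by: endpoint fluorescence intensity from OMFP dephosphorylation; measure: % inhibition relative to no-enzyme and uninhibited control wells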
DNMT1 inh = inhibitors of human DNMT1; AID 588458; inhibition (reported as % activation of signal), % at 10 µM; P26358; 360,000 compounds, 0.83% hits; DNMT1 molecular beacon, Hinp1I cleavage, fluorescence; in the data active = inhibition above about 50%
NadD inh = blocks S. aureus nicotinate mononucleotide adenylyltransferase | inhibition, % at 20 µM | 360,000 compounds, 0.78% hits | purified NadD enzyme, colorimetric absorbance read-out; in the data active = inhibition above about 26%; note: some compounds past the cut are filed as inactive
Tb MetRS inh = blocks T. brucei methionyl-tRNA synthetase activity; AID 624268; purified T. brucei MetRS, ATP depletion, Kinase-Glo luminescence; inhibition, % at 11.9 µM; 360,000 compounds, 0.4% hits;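 active = inhibition above a per-plate cutoff of the control wells' mean inhibition plus 3 SD, cut at about 5.5% in these data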;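 note: 0% = DMSO wells median and 100% = median of wells with control inhibitor compound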
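Material: T. brucei methionyl-tRNA synthetase, purified; reagent: substrates ATP, L-methionine and bulk Escherichia coli tRNA; dosing: 11.9 µM single point; timing: 15 min plus 2 h at 25 °C; detection: luminescence of leftover ATP; evaluation: % inhibition; control set: DMSO-only wells as low control; replicates: singlicate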
SUMO1 PPI mod = SUMO1-SIM interaction modulation; P63165; SUMO1 binding to a labelled peptide, TR-FRET, 1 h; inhibition, % at 20 µM; 360,000 compounds, 0.33% hits; AID 602429; in the data active = inhibition above about 37%
Target sequence (P63165 whole entry, looked up): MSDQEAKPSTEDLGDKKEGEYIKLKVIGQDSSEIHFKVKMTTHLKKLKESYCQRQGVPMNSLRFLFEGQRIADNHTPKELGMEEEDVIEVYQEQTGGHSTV
Rpn11 inh = inhibitors of human proteasome Rpn11; O00487; human 26S proteasome, Ub4-pepOG fluorescence polarization; 20S core pre-blocked with epoxomicin; calls only at 20 µM; 360,000 compounds, 0.59% hits;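 active = inhibition at 20 µM, scaled to each plate's controls, above about 33%, limit read from the data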
Target sequence (O00487 whole entry, looked up): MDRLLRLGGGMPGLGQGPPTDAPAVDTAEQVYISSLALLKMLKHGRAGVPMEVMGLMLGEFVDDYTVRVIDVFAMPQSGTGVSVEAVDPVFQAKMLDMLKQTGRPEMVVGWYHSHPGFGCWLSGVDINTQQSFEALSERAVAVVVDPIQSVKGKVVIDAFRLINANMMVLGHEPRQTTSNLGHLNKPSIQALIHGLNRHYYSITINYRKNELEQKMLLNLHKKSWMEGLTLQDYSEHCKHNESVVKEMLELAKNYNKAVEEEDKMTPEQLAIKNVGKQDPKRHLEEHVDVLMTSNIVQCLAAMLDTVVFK
MsrA inhibitor = inhibitors of bovine MsrA; purified bovine MsrA, absorbance read-out; inhibition, % at 15.5 µM; 360,000 compounds, 0.75% hits; AID 651718; in the data active = inhibition above about 4.5%;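 note: 0% = vehicle wells with enzyme and 100% = reference inhibitor wells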
Scp1 inh = Scp-1 (human) phosphatase inhibition; Q9GZU7; 340,000 compounds, 0.88% hits; Recombinant Scp1, phosphopeptide, malachite green phosphate absorbance; inhibition, % at 20 µM;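 active = inhibition above about 50% at 20 µM, limit read from the data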;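 note: plate controls were DMSO wells with enzyme for no effect and wells lacking enzyme for full effect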
Target sequence (Q9GZU7 76-261 limits assumed): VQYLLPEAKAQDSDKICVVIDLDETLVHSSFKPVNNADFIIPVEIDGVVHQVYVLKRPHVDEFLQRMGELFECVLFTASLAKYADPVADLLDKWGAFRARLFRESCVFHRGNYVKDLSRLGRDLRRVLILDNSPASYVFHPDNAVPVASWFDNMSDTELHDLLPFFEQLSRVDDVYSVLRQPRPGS
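Test system: SCP-1 catalytic domain; Buffer or medium: Acidic Tris acetate buffer with magnesium and detergent; Also added: Phosphorylated 17-residue peptide substrate; Compound: single 20 µM dose, 1% DMSO; Schedule: enzyme reaction 45 min at room temperature, colour 5 min, stabilisation 30 min; Signal: Phosphate-binding colour reagent, absorbance read at 630 nm.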
Starred values were filed as active, the others as inactive; i = inactive; nt = no result given.

entry	STEP block	NadD inh	CSN deneddyl inh	DNMT1 inh	Scp1 inh	SUMO1 PPI mod	MsrA inhibitor	Rpn11 inh	Tb MetRS inh	LMPTP block	compound
1	-2	1	1	1	1	-2	1.1	i	-0.7	-2.8	COc1ccccc1N(CC(=O)N/N=C/c1ccc(C(=O)O)cc1)S(=O)(=O)c1ccc(C)cc1
2	3	-8	-2	3	-1	-1	0.5	i	-0.9	0.1	CNC(=O)COc1ccc(S(=O)(=O)Nc2ccc(OC)cc2)cc1
3	-3	-3	4	-2	-8	0	1.5	i	0.1	-1.2	CC(NC(=O)Cn1cnnn1)C12CC3CC(CC(C3)C1)C2 (stereo not drawn)
4	-2	-3	-6	5	-8	-12	-0.3	i	-0.1	-0.4	NC(=O)CCCn1c(C(=O)c2ccc(Cl)cc2)c2ccc(C(F)(F)F)cc2[n+]1[O-]
5	0	-1	1	1	-7	-1	0.8	i	-0.3	-2.9	Cc1ccccc1CCNC(=O)C1CCC(=O)N(CCc2cccc(F)c2)C1 (stereo not drawn)
6	0	0	6	-3	-13	-19	1.9	i	-0.5	0.9	O=C(O)c1cc(-c2ccc3ccccc3c2)nc2ccc(F)cc12
7	-2	5	-6	4	-5	-14	1.7	i	0.4	0.4	COC(=O)c1nn(-c2ccccc2)c(=O)cc1Sc1ccc(Cl)cc1
8	-2	-4	1	2	-4	4	1.5	i	-0.6	-0.2	O=C(NCSc1ccncn1)c1ccccc1
9	-1	-1	0	-2	-2	-1	-0.4	i	-0.2	0.5	O=C(CCn1c(=O)sc2ccccc21)NC1CCCCC1
10	0	3	-2	2	-1	1	0.4	i	0.4	0.4	Cc1cccc(NC(=O)NCCN2C(=O)C3C4C=CC(C4)C3C2=O)c1 (stereo not drawn)
11	-3	5	0	2	nt	4	0.0	i	-0.3	-0.5	Cc1cn([C@H]2C[C@H](O)[C@@H](CNC(=O)[C@H](N)C3CC3)O2)c(=O)[nH]c1=O
12	-5	3	4	-2	6	-5	0.6	i	0.0	-1.8	O=C(CSc1nnc2c(Cl)cc(Cl)cn12)NC1CCS(=O)(=O)C1 (stereo not drawn)
13	4	-1	-4	1	-5	-3	nt	i	-0.2	0.2	COc1ccc(CCNC(=O)c2cc(-c3cccs3)on2)cc1OC
14	0	-1	-1	1	-2	2	-1.2	i	0.3	-2.4	CN1CCN(CCCCOc2ccc(F)cc2)CC1
15	3	3	-1	0	9	-12	0.0	i	-0.8	-9.7	CC[C@]12c3[nH]c4cc(CCC(=O)N(C)C)ccc4c3CCN1C(=O)[C@@H](CC(=O)NCCCn1ccnc1)C[C@@H]2C(=O)N1CCN(C(=O)c2ccco2)CC1
16	3	4	12	-14	-3	2	1.3	i	0.1	-1.0	COc1ccc(CCNC(=O)c2ccc3c(SCC(=O)O)c4c(nc3c2)CCCC4)cc1OC
17	-1	-6	2	0	-7	-2	0.1	i	-0.8	-0.7	Cc1cc(C)cc(OCC(O)Cn2nc(C)cc2C)c1 (stereo not drawn)
18	-2	-3	-3	1	-3	-1	0.5	i	-0.8	-1.5	O=C(O)c1ccccc1/C=N/NC(=O)C1CCCCC1
19	-1	-6	0	-3	-8	3	1.2	i	0.8	0.8	Cc1ccccc1-c1nc2cc(N)ccc2o1
20	2	3	-3	1	-2	-2	0.1	i	0.0	-0.6	O=C(CSc1nc2ccccc2c(=O)n1-c1ccc(F)cc1)NC1CC1
21	2	-1	3	-2	3	-10	2.4	i	-0.1	-3.3	CCN(CC)CCCN1C(=O)C(O)=C(C(=O)c2cc3ccccc3o2)C1c1ccccn1 (stereo not drawn)
22	2	2	8	18	-4	-5	1.5	i	-0.1	-1.8	Cc1cccc(/C=C/C(=O)c2ccc([N+](=O)[O-])o2)c1
23	2	2	-4	1	-4	6	-0.5	i	-0.5	0.8	CCOC(=O)c1ccc(NS(=O)(=O)c2c(C)[nH]c(C)c2C(=O)N2CCCCC2)cc1
24	0	1	-1	-24	nt	-73	-1.2	i	-0.2	-8.5	COCCN(Cc1ccccc1)C(=O)c1cccc(S(=O)(=O)N2CCN(Cc3ccccc3)CC2)c1
25	1	0	1	0	-5	-2	-1.5	i	0.0	-0.7	CCCCCCNCC(=O)N1CCC(Cc2ccccc2)CC1
26	6	-4	1	4	2	-1	-0.6	i	-0.5	-0.4	O=C(CSc1nccn1Cc1ccc(F)cc1)Nc1ccc(F)cc1F
27	-4	11	-1	-5	-12	-2	0.4	i	0.0	1.8	Cc1ccc(C)c(S(=O)(=O)Nc2ccccc2C(=O)Nc2ccccc2N2CCOCC2)c1
28	3	2	-9	4	-15	-5	2.7	i	0.5	1.2	CCNC(=S)N=Nc1c(O)[nH]c2ccc(C(C)C)cc12
29	-1	-3	3	1	-13	1	0.6	i	0.1	1.4	COc1ccccc1NC(=S)NNC(=O)c1cc(C)nn1C
30	2	13	4	-4	-8	4	-0.1	i	0.5	0.6	CCc1ccc(NC(=S)N(Cc2ccc(Cl)cc2)Cc2ccc(C(=O)O)cc2)cc1

The last five records of the part above lead into the next.
entry	STEP block	NadD inh	CSN deneddyl inh	DNMT1 inh	Scp1 inh	SUMO1 PPI mod	MsrA inhibitor	Rpn11 inh	Tb MetRS inh	LMPTP block	compound
26	6	-4	1	4	2	-1	-0.6	i	-0.5	-0.4	O=C(CSc1nccn1Cc1ccc(F)cc1)Nc1ccc(F)cc1F
27	-4	11	-1	-5	-12	-2	0.4	i	0.0	1.8	Cc1ccc(C)c(S(=O)(=O)Nc2ccccc2C(=O)Nc2ccccc2N2CCOCC2)c1
28	3	2	-9	4	-15	-5	2.7	i	0.5	1.2	CCNC(=S)N=Nc1c(O)[nH]c2ccc(C(C)C)cc12
29	-1	-3	3	1	-13	1	0.6	i	0.1	1.4	COc1ccccc1NC(=S)NNC(=O)c1cc(C)nn1C
30	2	13	4	-4	-8	4	-0.1	i	0.5	0.6	CCc1ccc(NC(=S)N(Cc2ccc(Cl)cc2)Cc2ccc(C(=O)O)cc2)cc1
31	1	-6	1	1	4	-14	0.1	i	-0.5	-0.8	CCC(=O)NCc1csc(-c2cccs2)n1
32	0	12	5	-3	0	-5	0.2	i	-0.5	0.9	O=S(=O)(c1ccc(F)cc1)N1CCN(c2nc(-c3ccc(F)cc3)cs2)CC1
33	25	-9	5	20	-13	0	-0.1	i	-0.9	-1.4	COc1ccc(-c2cc(C(F)(F)F)nc(SCC(=O)NCc3cccs3)n2)cc1
34	3	-1	-3	-7	-1	-2	-0.4	i	0.1	2.3	COc1ccc(Cn2nnnc2C(c2cccs2)N2CCN(c3ccccc3)CC2)cc1 (stereo not drawn)
35	0	-5	6	1	4	-21	1.9	i	1.0	-3.3	O=C(CC(=O)N/N=C\c1ccccc1[N+](=O)[O-])NCCc1ccccc1
36	1	-7	-3	-3	-17	1	3.4	i	-0.4	2.7	COc1cc(S(=O)(=O)N2CCCCC2)ccc1NC(=O)/C=C/c1ccccc1
37	-2	-3	-5	0	-9	2	1.1	i	0.2	-0.1	COc1ccc2c(c1)-c1ccccc1S(=O)(=O)N2C
38	12	-4	6	8	2	2	-0.2	i	-0.4	0.3	COC(=O)C(N)Cc1ccc(O)c(O)c1 (stereo not drawn)
39	0	-9	7	4	-3	-33	3.9	i	-0.3	-0.2	O=[N+]([O-])c1nn(-c2ccc(Cl)cc2)n(O)c1=NCc1ccncc1
40	-4	-3	-1	-4	3	-1	0.5	i	-0.2	-0.4	CCOc1cc(N2CCOCC2)c(OCC)cc1NC(=O)COC(=O)[C@H](Cc1c[nH]c2ccccc12)NC(C)=O
41	0	3	4	2	-2	-1	0.8	i	0.0	-0.4	Cc1cccn2c(NC(=O)c3cccs3)c(-c3ccccc3)nc12
42	0	-8	0	-2	nt	3	0.3	i	-0.1	-1.4	CCCCc1ccc(NC(=O)COC(=O)c2ccc3ncsc3c2)cc1
43	-1	-5	1	1	-1	12	0.8	i	-0.8	-0.9	COC(=O)C1CCN(C(=O)CC(NC(=O)C(F)(F)F)c2cccs2)CC1 (stereo not drawn)
44	0	-6	-4	2	-8	2	0.1	i	-0.3	0.1	O=C(O)CSCC(=O)Nc1ccccc1SCCS(=O)(=O)c1ccc(Cl)cc1
45	-3	-2	2	1	2	4	-0.3	i	-1.2	-0.7	O=C(Cn1c(-c2cscn2)nc2ccccc21)Nc1cc(F)ccc1F
46	16	3	3	11	-2	-20	6.6*	i	-0.9	29	O=C(CN1C(=O)S/C(=C\C=C\c2ccccc2)C1=O)Nc1ccc(C(=O)O)cc1
47	0	2	1	3	7	-3	0.0	i	-0.1	0.2	O=C(NCc1ccco1)c1cc(Cl)nc(Cl)c1
48	-3	-5	-1	6	-3	0	-0.7	i	-0.6	-1.5	O=C(CSc1nncc2ccccc12)Nc1ccccc1

Compounds 31 to 32 from above:
entry	STEP block	NadD inh	CSN deneddyl inh	DNMT1 inh	Scp1 inh	SUMO1 PPI mod	MsrA inhibitor	Rpn11 inh	Tb MetRS inh	LMPTP block	compound
31	1	-6	1	1	4	-14	0.1	i	-0.5	-0.8	CCC(=O)NCc1csc(-c2cccs2)n1
32	0	12	5	-3	0	-5	0.2	i	-0.5	0.9	O=S(=O)(c1ccc(F)cc1)N1CCN(c2nc(-c3ccc(F)cc3)cs2)CC1

Source: PubChem BioAssay
